WRN helicase inh: inhibitors of human WRN helicase. Q14191. WRN helicase unwinding, fluorescent forked duplex, kinetic. Potency, µM (top dose mostly 114 µM), for the others: at the top dose activity change, negative = inhibition, usual class: inhibitors. actives 0.46% (n = 360,000). AID 651768; further: potency means the concentration at half of the fitted maximal effect; on the % scale 0 is the no-effect control and ±100 the full control effect; nearly all actives have a fitted effect of over 55% in size
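WRN at 20 nM final was preincubated with compound for 15 min at room temperature; reaction started with 100 nM forked duplex oligonucleotide carrying fluorophore and quencher plus 2 mM ATP (final). Unwinding followed kinetically by red fluorescence (ex 525/em 598 nm).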
GLP-1R agonist: agonists of human GLP-1 receptor; P43220; HEK293 GLP-1R CRE-luciferase, luminescence, 4-6 h; cells express a hypersensitive GLP-1R form; Potency, µM (top dose mostly 45.6 µM), for inactives: at the highest dose activation, most hits filed as activators; actives 0.007% (n = 380,000); further: potency means the concentration at half of the fitted maximal effect; % of control where 0% means no effect
GLP1R cytotox: cytotoxicity counter-screen for GLP-1 receptor inverse agonists. HEK293 cAMP-luciferase reporter cells, luminescence, 24 h. Potency, µM (titrated, usually from 38.3 µM), for inactives: top-dose activity change, negative = inhibition, usual class: inhibitors. actives 0.13% (n = 410,000). AID 624418;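 further: loss of luciferase light is scored as toxicity; potency means the concentration at half of the fitted maximal effect; on the % scale 0 is the no-effect control and ±100 the full control effect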
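MLSMR compounds, 24 hr on cells at 37 deg C/5% CO2; luminescence after luciferase reagent (12 min RT). Inhibition counted as the undesired cytotoxic outcome.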
PLK1 PBD inh: PLK1 (human) polo-box domain binding inhibition | Potency, µM, for inactives: max response, negative = inhibition, most hits filed as inhibitors | actives 2.8% (n = 360,000) | Plk1 PBD binding of FITC phosphopeptide, fluorescence polarization | P53350 | AID 720504; further: potency means the concentration at half of the fitted maximal effect; series mostly up to about 57 µM; on the % scale 0 is the no-effect control and ±100 the full control effect; nearly all actives have a fitted effect of over 65% in size
Target sequence (P53350 whole entry, looked up, the tested form may be a part): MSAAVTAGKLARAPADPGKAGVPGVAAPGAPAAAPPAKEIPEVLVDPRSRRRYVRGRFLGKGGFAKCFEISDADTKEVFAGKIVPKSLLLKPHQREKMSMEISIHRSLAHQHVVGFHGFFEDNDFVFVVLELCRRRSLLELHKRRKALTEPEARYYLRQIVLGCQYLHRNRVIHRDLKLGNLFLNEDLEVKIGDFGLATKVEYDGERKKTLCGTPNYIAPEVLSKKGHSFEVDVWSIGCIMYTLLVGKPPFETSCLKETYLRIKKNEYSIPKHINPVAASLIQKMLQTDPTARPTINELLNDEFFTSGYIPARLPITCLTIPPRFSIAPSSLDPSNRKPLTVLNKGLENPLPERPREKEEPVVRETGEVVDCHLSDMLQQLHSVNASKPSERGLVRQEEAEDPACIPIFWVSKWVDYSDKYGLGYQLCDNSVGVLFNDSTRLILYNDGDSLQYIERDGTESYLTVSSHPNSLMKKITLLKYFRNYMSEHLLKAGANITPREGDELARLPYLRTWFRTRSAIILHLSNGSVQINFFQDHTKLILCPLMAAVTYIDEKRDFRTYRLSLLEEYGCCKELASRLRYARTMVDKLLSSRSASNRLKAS
IL2 activator: activators of IL-2 | IL-2 activation reporter assay, cell-based qHTS; stimulated with anti-CD3/CD4/CD28 beads; in transgenic mouse T cells | actives 0.065% (n = 360,000) | activation, % (series mostly up to about 46 µM) | AID 652025; in the data active means activation above about 50%; inconclusive means mostly about 30% to 49%; further: 0% is about no effect
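Readout: EGFP and DsRed signals by fluorescent plate cytometry. Unstimulated transgenic mouse T cells received compound 60 min before antibody-bead stimulation, then incubated 18 h at 37 degrees C.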
DRD3 antagonist: antagonists of human D3 dopamine receptor | actives 2.5% (n = 360,000) | D3R cells, DiscoveRx beta-arrestin luminescence, antagonist mode; active compounds read low | AID 652054 | max response, negative = inhibition, %; in the data active means max response below about -50%; inconclusive means no clear call, values can overlap the other calls; further: on the % scale 0 is the no-effect control and ±100 the full control effect; mostly tested at two doses, the higher about 12 µM
Target sequence (P35462 whole entry, looked up): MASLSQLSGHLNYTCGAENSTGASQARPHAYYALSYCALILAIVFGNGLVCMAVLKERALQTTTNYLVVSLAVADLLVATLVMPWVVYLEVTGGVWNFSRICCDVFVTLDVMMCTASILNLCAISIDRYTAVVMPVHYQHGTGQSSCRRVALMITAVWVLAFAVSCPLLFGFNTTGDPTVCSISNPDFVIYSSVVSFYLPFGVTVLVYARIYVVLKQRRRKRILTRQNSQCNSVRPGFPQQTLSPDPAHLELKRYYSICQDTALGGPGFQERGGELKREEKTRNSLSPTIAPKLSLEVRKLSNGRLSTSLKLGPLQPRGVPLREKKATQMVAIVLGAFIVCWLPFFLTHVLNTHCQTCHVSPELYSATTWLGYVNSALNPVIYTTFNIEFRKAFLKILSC
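Cells expressing the human receptor were seeded at 1500 cells/well, incubated overnight at 37 degrees C in 5% CO2, then exposed to library compounds with dopamine controls for 90 minutes at 37 degrees C before luminescent detection.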
D3 ag: activates the human D3 dopamine receptor. P35462. D3R DiscoveRx beta-arrestin cells, luminescence, 90 min. max activation, %. actives 0.58% (n = 410,000); in the data active means max activation above about 30%; further: 0% is about no effect; mostly tested at two doses, the higher about 12 µM
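Agonist-mode cell screen: cells plated at 1500/well and incubated overnight at 37 °C, then exposed to library compounds for 90 min at 37 °C. Detection reagent was added for 30–60 min at room temperature, and luminescence was read.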
PI5P4Ka inh: blocks human PI5P4K alpha kinase activity | max response, % | P48426 | actives 1.2% (n = 330,000) | PI5P4Kalpha enzyme, ADP-Glo luminescence, 60 min; active compounds read low; active means max response of -50% or lower; inconclusive means between -30% and -50%; inactive means -30% or higher; further: value at the top dose of about 77 µM; on the % scale 0 is the no-effect control and ±100 the full control effect
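ADP-Glo luminescence end-point after a 60 min room-temperature kinase reaction. PI5P4Kalpha and substrate in HEPES pH 7.4 buffer with EGTA, 0.1% CHAPS and 5% DMSO; ATP at 5 microM final.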
GLP-1R inv ag: acts as inverse agonist at human GLP-1 receptor; P43220; HEK293 GLP-1R CRE-luciferase, luminescence, 24 h; GLP-1R form is constitutively active; Potency, µM (series often up to 38.3 µM), without a hit: top-dose activity change, negative = inhibition, usual class: inhibitors; actives 1.6% (n = 410,000); AID 624417; further: potency means the concentration at half of the fitted maximal effect; on the % scale 0 is the no-effect control and ±100 the full control effect; nearly all actives have a fitted effect of over 55% in size
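Inverse agonism was detected as reduced cAMP-driven luciferase luminescence after 24 h compound treatment. The cells were HEK293 clones expressing constitutively active human GLP-1R with the reporter. Reporter-only and GPR119 cell lines served as counterscreen controls.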
* = called active by the depositor; ? = inconclusive; . = no result given; & = joins results of further samples; [ ] = another dose, or the depositor's remark. Unless noted, the call rests on the fitted dose curve; in most records, active means well fitted curve in the direction sought with a large enough effect; inconclusive means small, poorly fitted or top-dose-only effect, or another doubt; inactive means no such curve, though single readings can be large; an effect the other way counts as inactive or inconclusive.

SMILES | WRN helicase inh | GLP-1R agonist | GLP1R cytotox | PLK1 PBD inh | IL2 activator | DRD3 antagonist | D3 ag | PI5P4Ka inh | GLP-1R inv ag
C=C(C)COc1ccc(-c2[nH]ncc2-c2ccc(OC)cc2)c(O)c1 | -12.4% | 0.9% | -15.4% | 0.3% | -0.7 | -1.8 | 4.3 | 16.2 | 11.2µM*
COc1ccc(/C=N/Nc2nc(-c3cccnc3)nc3ccccc23)c(OC)c1 | -7.1% | 8.6% | ? | 4.2% | 1.4 | 18.3 | 6.6 | -13.9 | -15.2%
CCCCOc1cccc(-c2nnc(NC(=O)CSc3ccc(C)cc3)s2)c1 | 6.2% | -2.0% | -5.9% | -17.9% | 0.1 | -0.2 | 0.7 | -8.5 | 7.2%
COc1ccc(C(=O)NC2CCCN(Cc3ccccc3F)C2)c(OC)c1OC (stereo not drawn) | 19.7% | 19.6% | -20.2% | -7.1% | -0.4 | -11.7 | -9.4 | -4.6 | ?
Cc1noc(C)c1COC(=O)CCC(=O)c1ccc(F)cc1 | -11.3% | -3.6% | 3.3% | -5.7% | 0.3 | -30.0 | -5.4 | 0.7 | 5.1%
Cc1ccc(Cl)c(Nc2ccccc2C(=O)O)c1Cl | -9.2%&-4.9% | 13.1%&7.1%&-1.9% | -3.9%&6.7% | -26.5%&-16.5% | 0.0&0.8 | 9.1&-17.4 | -0.8&-16.2&4.1 | ? | -2.6%&5.8%
COC(=O)[C@]1(Cc2ccccc2)N[C@H](c2ccc(-c3cc(C(C)=O)cs3)cc2)[C@@H]2C(=O)N(C)C(=O)[C@@H]21 | -5.5% | 1.6% | 10.5% | -7.5% | -0.3 | -20.8 | -24.3 | -1.5 | 6.3%
CC1(C)N=C(SCC(=O)Nc2ccc(Cl)cc2Cl)C(c2ccccc2)=N1 | 1.1% | 17.8% | -6.1% | -17.7% | 0.4 | 27.7 | 0.2 | . | -11.0%
CC(C)(C)NC(=O)COC(=O)c1cc(F)c(F)cc1Cl | -1.8% | -0.3% | -6.7% | -3.7% | -1.9 | 18.7 | 2.6 | 0.0 | 10.1%
CC(C)(C)Nc1cccccc1=O | -4.1% | -11.6% | 10.7% | -15.7% | 0.4 | 0.5 | -0.8 | 5.6 | -5.0%
Cc1ccccc1CC1(CO)CCCN(Cc2nc(-c3cccs3)oc2C)C1 (stereo not drawn) | -3.3% | 19.4% | ? | -11.8% | -2.9 | -104.1* | -1.8 | 8.4 | ?
O=C(NCC(c1cccnc1)N1CCOCC1)c1ccc2c(c1)OCO2 (stereo not drawn) | 0.3% | -10.1% | -11.6% | -2.3% | -0.7 | -0.1 | 7.1 | 2.0 | 7.9%
O=C(OC(C(=O)NC1CCCCC1)c1ccccc1F)c1ccco1 (stereo not drawn) | 7.0% | 5.8% | -4.4% | 4.6% | -2.8 | 16.4 | 6.4 | 3.3 | -7.9%
CSc1ccc(C(=S)N2CCCCCC2)cc1 | 2.6% | 3.7% | 2.4% | -24.1% | 0.7 | -9.0 | 6.6 | -1.8 | ?
O=C(NN=C1CCCC1)c1[nH]c2ccc(Cl)cc2c1-c1ccccc1 | -8.2% | 20.6% | ? | 0.9% | -0.4 | 6.0 | 4.0 | 1.8 | 3.16µM*
CC(OC(=O)C1CCN(S(=O)(=O)c2ccccc2C(F)(F)F)CC1)C(=O)N(C)Cc1ccccc1 (stereo not drawn) | -21.8% | -1.2% | 15.1% | -9.3% | -4.2 | -19.0 | -1.1 | 3.1 | ?
COc1ccc(C(=O)CSc2nnc(C3CC3)n2N)cc1 | -3.1% | ? | -1.4% | -3.0% | 0.2 | -29.3 | 12.8 | . | 0.0%
CCCc1cc(C(=O)Nc2ccc(CC)cc2)no1 | -21.0% | 9.2% | -8.4% | 4.5% | 0.9 | -5.7 | -8.1 | 13.7 | -20.4%
Cc1ccccc1NC(=O)CS(=O)(=O)c1cn(CC(=O)N2CCOCC2)c2ccccc12 | -0.5% | 6.4% | -12.9% | 1.9% | -0.6 | 0.8 | 4.5 | -4.8 | 1.3%
Cc1cc(C)nc(SCc2cc(=O)c(OC(=O)c3cc([N+](=O)[O-])ccc3Cl)co2)n1 | -4.2% | 3.3% | 3.2% | ? | 0.4 | 20.2 | 10.4 | -3.2 | -8.2%
O=C(NCc1ccccc1Cl)C(=O)NCC1OCCN1S(=O)(=O)c1ccc(F)cc1 (stereo not drawn) | ? | 2.9% | 15.2% | -11.6% | -3.2 | -6.2 | -3.8 | -17.3 | -20.8%
CN(C)c1ccc(C#Cc2ccc3cc(CCCO)oc(=O)c3c2)cc1 | 9.7% | ? | 3.3% | 0.3% | 0.5 | -12.5 | 8.1 | 2.6 | 6.2%
Cc1[nH]c2ccccc2c1/C=C(\C#N)S(=O)(=O)c1ccccc1 | -7.3% | -0.6% | -15.8% | -6.6% | 3.8 | -29.1 | -3.8 | . | ?
CC1(C(=O)NS(=O)(=O)c2ccccc2Cl)CCN1C(=O)c1ccccc1CCc1ccccc1 (stereo not drawn) | -0.1% | -5.9% | -2.6% | 0.1% | -0.5 | -16.1 | 4.2 | 0.5 | ?
O=C(NCCn1cccn1)C1CCC(=O)N(CCc2cccc(F)c2)C1 (stereo not drawn) | 2.7% | -5.5% | -8.3% | -10.8% | -3.9 | -5.2 | 1.1 | -3.1 | -2.2%

Rewritten with values under each structure: entries from further up
Sequence of screens – WRN helicase inh | GLP-1R agonist | GLP1R cytotox | PLK1 PBD inh | IL2 activator | DRD3 antagonist | D3 ag | PI5P4Ka inh | GLP-1R inv ag
Cc1ccccc1NC(=O)CS(=O)(=O)c1cn(CC(=O)N2CCOCC2)c2ccccc12
 : -0.5% | 6.4% | -12.9% | 1.9% | -0.6 | 0.8 | 4.5 | -4.8 | 1.3%
Cc1cc(C)nc(SCc2cc(=O)c(OC(=O)c3cc([N+](=O)[O-])ccc3Cl)co2)n1
 : -4.2% | 3.3% | 3.2% | ? | 0.4 | 20.2 | 10.4 | -3.2 | -8.2%

Continued:
SMILES | WRN helicase inh | GLP-1R agonist | GLP1R cytotox | PLK1 PBD inh | IL2 activator | DRD3 antagonist | D3 ag | PI5P4Ka inh | GLP-1R inv ag
C1N2CN3CN1CN(C2)C3 | -2.9% | 2.2%&-1.2% | 2.0% | -6.9% | 0.2 | -10.5 | 13.5&4.0 | -2.1 | 14.5%
CCN(CC)C1CCN(C(=O)c2cc(COc3ccc(-n4cncn4)cc3)on2)C1 (stereo not drawn) | -17.9% | 9.1% | 39.8%[activator] | -14.4% | -0.9 | -3.1 | 1.2 | 5.9 | ?
CC1(C(=O)NS(=O)(=O)c2ccc(Br)cc2)CCN1C(=O)C1CCCCC1 (stereo not drawn) | -1.2% | -6.6% | 1.0% | 4.3% | 0.4 | 19.4 | 8.8 | -1.5 | 23.6%
COC(=O)Cc1c(C)nc2nc(-c3ccc(Cl)cc3)[nH]n2c1=O | 10.6% | 0.1% | -17.5% | -7.8% | -0.1 | 43.9 | -11.3 | ? | 6.0%
CSc1ccccc1NC(=O)C1=CC(c2ccc(C)cc2)=NS(=O)(=O)N1C | 2.2% | -5.7% | -1.3% | -8.3% | -1.8 | -6.8 | -7.6 | -4.7 | ?
CC(=O)C12OC(C)(C)OC1CC1C3CCC4=CC(=O)C=CC4(C)C3(F)C(O)CC12C (stereo not drawn) | -0.8% | 3.4% | 0.5% | -19.9% | -0.5 | -5.7 | -8.5 | -1.1 | -5.3%
Cc1ccc(-c2nc3cc(C)c(Br)c(C)n3c2Cc2cccc(Cl)c2)cc1 | -3.1% | -1.2% | 2.8% | -18.7% | -0.4 | -24.0 | -0.3 | -5.4 | 8.7%
COc1ccc(S(=O)(=O)N2CCCCCC2)cc1C(=O)NCCOc1ccc(C)cc1 | -1.1% | 3.7% | 8.4% | -5.3% | 2.0 | 38.5 | 2.7 | 2.3 | ?
Cc1c(OCc2nn[nH]n2)ccc2c3c(c(=O)oc12)CCCC3 | -24.4% | 0.5% | -2.8% | -9.2% | -0.3 | 12.3 | 5.5 | ? | 4.6%
Cc1ccc(OCC(=O)Nc2cc(Cl)ccc2-n2cncn2)c(C)c1 | 1.1% | 10.9% | -4.6% | -8.1% | -0.3 | 2.8 | -1.9 | 0.8 | -13.8%
Cc1cccc(C)c1NC(=O)CN1C(=O)N(C)Cc2ccccc21 | -8.4% | -0.1% | -13.1% | 0.4% | 1.2 | 5.0 | 19.5 | 2.6 | 4.9%
O=C(Nc1ccc(C2CCCCC2)cc1)C1CCCN(c2ncccn2)C1 (stereo not drawn) | 2.3% | -1.7% | -10.3% | -1.9% | -2.0 | 45.5 | 10.7 | . | -22.1%
Cc1ccc(CCNC(=O)CCCn2c(=O)c3ccccc3n(Cc3ccccc3C#N)c2=O)cc1 | . | 0.4% | 0.8% | . | . | . | 1.0 | . | 20.6%
CS(=O)(=O)c1ccccc1-c1nnc(NC(=O)C2=COCCO2)o1 | -3.5% | -1.3% | -2.4% | 4.2% | 1.1 | 17.7 | 0.0 | -3.4 | 17.7%
CCN(CC)CCN(C(=O)CCS(=O)(=O)c1ccccc1)c1nc2cc(OC)c(OC)cc2s1 | -3.5% | -4.5% | -30.4% | -24.2% | -2.9 | 6.9 | -4.2 | -2.8 | -29.8%
COCCCNC(=O)c1ccc2c(c1)N(Cc1ccccc1F)C(=O)c1ccccc1S2=O (stereo not drawn) | . | 2.2% | 3.4% | . | . | . | -5.7 | . | 7.7%
CC(C)NC(=O)C1(C)CN(S(C)(=O)=O)CC(=O)N1Cc1ccco1 (stereo not drawn) | 2.0% | . | -1.1% | 3.3% | 0.4 | 17.1 | 7.0 | -3.8 | 3.0%
Cc1cccc(NS(=O)(=O)c2cccc(C(=O)N3CCN(c4ccccn4)CC3)c2)c1 | ? | 3.3% | 8.5% | 0.3% | -4.0 | 6.8 | 4.1 | 1.4 | -6.9%
CCOC(=O)N1CCN(CC(=O)N2c3ccccc3CC2C)CC1 (stereo not drawn) | -1.6% | 1.7% | -8.2% | -0.9% | 0.3 | 9.5 | -5.9 | . | -3.8%
O=C(CSc1n[nH]c(-c2cccnc2)n1)Nc1ccc([N+](=O)[O-])cc1 | -2.6% | 3.4% | -1.8% | -2.7% | -5.3 | 2.7 | -2.8 | -7.4 | -2.7%
